MsrA inh = bovine MsrA enzyme inhibitors, primary screen, biochemical, absorbance, HTS. hit rate 0.75% among 360,000. inhibition, % at 15.5 µM. purified bovine MsrA, absorbance read-out. AID 651718, 2012; in the data active = inhibition above about 4.5%;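 note: 0% = vehicle wells with enzyme and 100% = reference inhibitor wells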
eLon inh = inhibitors of E. coli Lon protease, primary screen, biochemical, fluorescence polarization | P0A9M0 | purified E. coli Lon protease | inhibition, % at 7.94 µM | hit rate 0.42% among 360,000 | AID 602123, 2011; in the data active = inhibition above about 13%, passing the limit was not always enough;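 note: 0% = enzyme with probe and DMSO and 100% = no enzyme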
MT1-MMP act inh = blockers of MT1-MMP proenzyme processing, primary screen, HT1080 RFP-PRO-GFP cells, GFP/RFP fluorescence; Matrix metalloproteinase-14 (Homo sapiens), P50281; GFP/RFP ratio fluorescence, overnight; percent of plate control window, DMSO zero; GFP/RFP ratio change, % at 20 µM; hit rate 0.061% among 360,000; AID 651647, 2012;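 active = GFP/RFP ratio change of at least 30% with cell ATP level not reduced by more than half and red fluorescence within 50% of control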; note: strong numbers were not always called active
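Material: RFP-PRO-GFP reporter HT1080 cells. Dosing: single-point 20 µM compound, 1% DMSO. Controls: DMSO and RFP-L50D-GFP cell wells. Timing: cells overnight before dosing, compound overnight, 37 °C, 5% CO2. Measure: GFP/RFP fluorescence ratio.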
CSN inh = inhibitors of CSN-mediated cullin deneddylation, primary screen, biochemical, fluorescence polarization, uHTS; COP9 signalosome complex subunit 5 (Homo sapiens), Q92905; hit rate 0.38% among 360,000; inhibition, % at 12.5 µM; Purified CSN, SCF-Nedd8-OG deneddylation;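 active = pattern-corrected inhibition above about 35%, with an unprinted fluorescence ratio check between 0.5 and 1.5, limit read from the data, passing the limit was not always enough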;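 note: 0% = enzyme with substrate and 100% = substrate without enzyme; some results filed as inactive read as strong as hits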
Target sequence (Q92905 whole entry, looked up, one chain of several): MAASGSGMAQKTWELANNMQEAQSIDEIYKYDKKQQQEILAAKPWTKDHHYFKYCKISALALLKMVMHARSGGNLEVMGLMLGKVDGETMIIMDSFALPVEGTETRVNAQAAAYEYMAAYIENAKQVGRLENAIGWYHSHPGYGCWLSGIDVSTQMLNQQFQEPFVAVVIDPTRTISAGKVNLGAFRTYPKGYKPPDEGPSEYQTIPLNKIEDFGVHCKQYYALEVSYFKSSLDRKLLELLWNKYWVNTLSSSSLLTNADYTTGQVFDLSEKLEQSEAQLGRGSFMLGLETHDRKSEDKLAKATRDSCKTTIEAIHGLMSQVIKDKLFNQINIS
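Material: purified human Csn5 enzyme expressed in HEK293T cells / Medium: Tris buffer pH 7.5, NaCl, DTT, Tween-20, trehalose, ovalbumin / Compound dosing: 12.5 µM single point / Schedule: 90 min incubation of compound, enzyme and substrate at room temperature / Signal: fluorescence polarization of the substrate / Control set: no-enzyme wells high, enzyme-with-substrate wells low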
PABP1 MLLE inh = inhibitors of PABP1 MLLE–PAM2 peptide binding, primary screen, biochemical, fluorescence polarization, FITC-PAM2, GST-MLLE; inhibition, % at 20 µM; hit rate 0.36% among 360,000; AID 588489, 2011; in the data active = inhibition above about 35%, passing the limit was not always enough;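 note: plate controls were DMSO wells with GST-MLLE for no effect and wells lacking GST-MLLE protein for full effect; some results filed as inactive read as strong as hits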
Target sequence (P11940 whole entry, looked up): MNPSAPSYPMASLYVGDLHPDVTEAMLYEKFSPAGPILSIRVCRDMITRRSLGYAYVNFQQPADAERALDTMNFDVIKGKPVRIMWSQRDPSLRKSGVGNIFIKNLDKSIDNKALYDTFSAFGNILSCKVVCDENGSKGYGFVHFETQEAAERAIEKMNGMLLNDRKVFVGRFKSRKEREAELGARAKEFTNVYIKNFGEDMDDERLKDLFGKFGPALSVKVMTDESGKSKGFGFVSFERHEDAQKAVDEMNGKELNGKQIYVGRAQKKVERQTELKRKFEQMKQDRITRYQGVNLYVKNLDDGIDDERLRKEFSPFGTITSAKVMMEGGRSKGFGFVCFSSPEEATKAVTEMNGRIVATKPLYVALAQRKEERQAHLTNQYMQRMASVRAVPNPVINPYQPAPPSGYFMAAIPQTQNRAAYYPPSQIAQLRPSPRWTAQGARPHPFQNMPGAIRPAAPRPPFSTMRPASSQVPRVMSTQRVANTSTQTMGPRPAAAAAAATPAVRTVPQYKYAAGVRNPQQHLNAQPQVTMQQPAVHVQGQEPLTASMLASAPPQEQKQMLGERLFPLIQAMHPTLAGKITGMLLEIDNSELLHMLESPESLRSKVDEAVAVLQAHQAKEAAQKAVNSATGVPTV
Rin1-Abl PPI inh = inhibitors of Rin1-Abl protein binding, primary screen, biochemical, TR-FRET; inhibition, % at 7.35 µM; Tyrosine-protein kinase ABL1 (Homo sapiens) + Ras and Rab interactor 1 (Homo sapiens), …; hit rate 0.4% among 360,000; in the data active = inhibition above about 5%, passing the limit was not always enough
FAS TE block = FAS thioesterase domain inhibitors, primary screen, biochemical, fluorescence intensity, uHTS; inhibition, % at 15 µM; recombinant FAS-TE, OMFH fluorogenic substrate, fluorescence endpoint; AID 602261, 2012; hit rate 0.67% among 360,000; Fatty acid synthase (Homo sapiens), P49327;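 active = compounds whose normalised, plate-corrected inhibition of enzyme fluorescence in the single-dose primary screen is 50% or more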;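 note: 0% = DMSO with enzyme and 100% = substrate without enzyme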
Rpn11 inh = Rpn11 (PSMD14) deubiquitinase inhibitors, primary screen, biochemical, fluorescence polarization, uHTS. human 26S proteasome, Ub4-pepOG fluorescence polarization; 20S core pre-blocked with epoxomicin. calls only at 20 µM. 26S proteasome non-ATPase regulatory subunit 14 (Homo sapiens), O00487. hit rate 0.59% among 360,000;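 active = inhibition at 20 µM, scaled to each plate's controls, above about 33%, limit read from the data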
MsrA act = bovine MsrA enzyme activators, primary screen, biochemical, absorbance, HTS. purified bovine MsrA, absorbance read-out. activation, % at 10.6 µM. hit rate 0.3% among 360,000. AID 602163, 2012; in the data active = activation above about 7.5%;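 note: 0% = vehicle and 100% = reference activator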
Numbers without * were called inactive; i = inactive; / = no result given.

SMILES	MsrA inh	eLon inh	MT1-MMP act inh	CSN inh	PABP1 MLLE inh	Rin1-Abl PPI inh	FAS TE block	Rpn11 inh	MsrA act
Oc1[nH]c2ccccc2c1C=Nc1ccc2c(c1)OCCO2	1.5	-5	-3	5	6	-2	-4	i	-4
Cc1c(C)n(Cc2ccccc2)c2ncnc(NCCCN(C)C)c12	0.3	-11	0	-4	1	1	-4	i	-2
O=C(/C=C/c1cccc2ccccc12)c1ccncc1	0.7	-3	-27	-16	25	-2	22	i	2
COc1ccc(OCC(=O)NC(=O)c2ccccc2OC)c([N+](=O)[O-])c1	-1.1	2	4	-2	-7	0	3	i	-3
CC(Sc1nc2ccccc2[nH]1)C(=O)NC1CCCCC1C (configuration not stated)	-1.0	-8	-5	1	0	1	-3	i	1
O=C(CC1SC(N2CCCCC2)=NC1=O)Nc1ccc(C(=O)O)cc1 (configuration not stated)	0.3	-18	-1	-7	13	6	-2	i	-4
O=C(CN1C(=O)c2ccccc2S1(=O)=O)c1cccc(Br)c1	-1.0	2	2	7	3	4	4	i	-8
CC(C)Nc1ncnc2c1ncn2[C@H]1CN(Cc2cccs2)C[C@@H](CO)O1	0.7	6	7	-3	3	-7	-5	i	-6
CCCNc1ncc2c(=O)[nH][nH]c(=O)c2n1	-0.3	2	2	0	-1	2	-8	i	-3
CC1Cc2ccccc2N1S(=O)(=O)c1cccc(C(=O)N2CCCCC2)c1 (configuration not stated)	-0.3	-7	-1	3	13	-1	5	i	-2
Nc1nc(SCc2ccccc2Cl)[nH]c(=O)c1-c1ccccc1	-0.4	-6	-5	-3	-6	-2	-3	i	-11
COc1cc(OC)cc(-c2nnc(NC(=O)CCS(=O)(=O)c3ccc(C)cc3)o2)c1	0.2	-19	0	0	-19	1	-2	i	-1
Cc1ccc(Nc2nc(Cl)c(C=O)s2)cc1Cl	0.3	-10	-55	25	-135	-4	-11	/	-3
CNC(=O)C1CCN(S(=O)(=O)c2c(C)noc2/C=C/c2ccc(C)cc2)CC1	1.0	-1	1	1	-1	-3	-2	i	-2
CCOc1ccc(Nc2ccc(C(=O)O)cc2[N+](=O)[O-])cc1	1.0	0	7	-2	7	-6	-5	i	-1
CCOCCCNC(=O)CCCn1nc(C)n2c(cc3sccc32)c1=O	-1.2	-8	-1	-5	9	-3	-10	i	-3
COCCn1nnnc1C(c1ccccc1OC)N1CCN(c2ccccc2F)CC1 (configuration not stated)	-0.5	2	-1	-1	-3	-1	6	i	0
CC(C)(C)c1cc(-c2n[nH]c(=S)n2-c2ccccc2F)n[nH]1	-0.2	2	3	1	-3	-6	-2	i	0
Cc1nnsc1C(=O)N1CCCC(Nc2ccc(C(C)C)cc2)C1 (configuration not stated)	-1.0	9	2	0	-3	2	-2	i	0
O=C(Nc1ccc2c(c1)OCO2)C1CC(=O)N(c2cccc(Cl)c2)C1 (configuration not stated)	-1.1	-2	2	1	-10	-3	18	i	-2
COC(=O)Cn1c(=O)c2c(n(Cc3ccccc3)c1=O)N/C(=C/c1ccc(Br)cc1)C2=O	1.6	-15	-14	13	-12	1	-1	/	-7
Cc1c(OCC(=O)N[C@@H](Cc2c[nH]c3ccccc23)C(=O)O)ccc2c1oc(=O)c1ccccc12	0.5	-7	-3	2	11	-1	-10	i	1
CN(C)/C=N/c1sc2c(c1C#N)CCCCC2	2.0	1	4	-15	10	-3	-5	i	-11
COc1ccc(C)cc1-n1nnnc1SCC(=O)NC1CCCC1	0.8	-2	10	-2	1	2	-1	i	-9
Cc1ccnc(NC(=O)c2c(-c3ccccc3Cl)noc2C)c1	2.8	-4	-3	1	2	0	-7	i	-3

Four compounds drawn at random from the list so far, as already listed:
SMILES	MsrA inh	eLon inh	MT1-MMP act inh	CSN inh	PABP1 MLLE inh	Rin1-Abl PPI inh	FAS TE block	Rpn11 inh	MsrA act
CCOCCCNC(=O)CCCn1nc(C)n2c(cc3sccc32)c1=O	-1.2	-8	-1	-5	9	-3	-10	i	-3
COc1cc(OC)cc(-c2nnc(NC(=O)CCS(=O)(=O)c3ccc(C)cc3)o2)c1	0.2	-19	0	0	-19	1	-2	i	-1
CC1Cc2ccccc2N1S(=O)(=O)c1cccc(C(=O)N2CCCCC2)c1 (configuration not stated)	-0.3	-7	-1	3	13	-1	5	i	-2
COC(=O)Cn1c(=O)c2c(n(Cc3ccccc3)c1=O)N/C(=C/c1ccc(Br)cc1)C2=O	1.6	-15	-14	13	-12	1	-1	/	-7

Continued:
SMILES	MsrA inh	eLon inh	MT1-MMP act inh	CSN inh	PABP1 MLLE inh	Rin1-Abl PPI inh	FAS TE block	Rpn11 inh	MsrA act
Cc1cc2oc3ccc(NCCCn4ccnc4)cc3c(=O)c2cc1C	-1.2	-159	-26	48*	-85	-5	-16	/	-1
COc1cccc(NC(=O)CCN2C(=O)c3ccccc3Sc3ncccc32)c1	0.7	-11	2	0	3	-1	-3	i	-1
CN(C)c1ccc(C(O)P(=O)(OCc2ccccc2)c2ccc(N(C)C)cc2)cc1 (configuration not stated)	-0.8	2	1	2	12	-1	2	i	-2
O=C(COC(=O)c1ccncc1)Nc1ccccc1	-1.9	3	-4	1	-4	-3	-4	i	-4
O=C(O)c1cccnc1Nc1ccc(Cl)cc1	2.1	1	-3	-4	-5	-1	-6	i	-7
CCn1c(=O)n(C)c2c(=O)n(C)c(=O)n(C)c21	-1.6	-3	-2	-2	11	-1	-6	i	-9
O=C(CN(Cc1cccs1)S(=O)(=O)c1ccc(S(=O)(=O)NC2CCCCC2)cc1)Nc1ccccc1	0.5	19	-19	8	-1	0	35	i	-3
CCN(CC)C(=O)C(=O)N/N=C/c1cccc(Br)c1	-0.6	4	2	-5	-5	-4	-3	i	1
COc1ccccc1Oc1ccc(S(=O)(=O)N2CCN(C)CC2)cc1	-0.2	0	3	-2	1	-1	-2	i	-7
O=C(COc1ccccc1Cl)N1CCCCCCC1	-1.2	-2	-3	2	10	1	-1	i	3
CN(C(=O)COC(=O)Cc1c(Cl)cccc1Cl)c1c(N)n(Cc2ccccc2)c(=O)[nH]c1=O	0.0	3	0	-3	-37	2	-8	i	-2
CC(=O)N(C(C)=O)c1cccc(N(Cc2ccccc2)Cc2ccccc2)c1	1.5	-19	-7	2	-17	0	27	i	-1
Cc1[nH]n(-c2cccc3ccccc23)c(=O)c1/C=N/c1sc2c(c1C#N)CCC2	1.7	-16	-5	8	15	-1	-2	i	-5
CCCc1cc(=O)[nH]c(SCC(=O)NC(=O)OCC)n1	0.7	-2	4	2	19	-3	-8	i	-12
CCOC(=O)Cn1nc(C)c(-c2ccccc2)c1N	-1.6	-7	3	0	3	0	-14	i	0
CCCSc1nnc(-c2c[nH]c3ccccc23)n1CC	3.2	2	2	2	-3	-3	-3	i	0
Nc1cc(Cl)ccc1C(=O)OCC(=O)NC(=O)NCc1ccccc1	0.7	-2	0	-2	-1	0	18	i	0
COc1ccc(-c2nnc(SCc3c(C)noc3C)o2)cc1	-0.5	7	-1	0	-6	-1	3	i	-8
COc1ccc(C2CC(=O)C=C(NCC3CCCO3)C2)cc1 (configuration not stated)	-0.7	-1	-2	3	-8	-4	-5	i	-1
CCc1nn(CC(=O)NCCc2ccc(S(N)(=O)=O)cc2)c(=O)c2cc3sccc3n12	/	-5	-1	6	-9	1	-1	i	-7
COc1ccc(N2CCN(C(=O)CCS(=O)(=O)c3cccc4nsnc34)CC2)cc1	1.2	-8	-5	4	2	-1	-8	i	-3
COc1ccc(C2(O)C(=O)Nc3ccc(C)cc32)cc1OC (configuration not stated)	0.1	11	3	1	3	0	-3	i	-6
CCOc1ccc(N2C(=O)CSC2=S)cc1	2.6	4	14	0	16	2	-3	i	-3
CC(=O)C1=C(O)C(=O)N(CCCn2ccnc2)C1c1ccc(Br)cc1 (configuration not stated)	2.6	-10	2	2	1	0	-8	i	-6
CCCNC(=O)C1(C)CCCN(C(=O)Cc2ccc3ccccc3c2)C1 (configuration not stated)	-0.1	-10	0	-5	-2	1	-4	i	-1
Continued.
SMILES	MsrA inh	eLon inh	MT1-MMP act inh	CSN inh	PABP1 MLLE inh	Rin1-Abl PPI inh	FAS TE block	Rpn11 inh	MsrA act
COc1ccc2[nH]c3c(=O)n(CCCCC(=O)N4CCC(C(N)=O)CC4)c(=S)[nH]c3c2c1	/	2	14	6	51*	-12	-5	i	1
O=C(CCS(=O)(=O)c1ccc(Cl)cc1)Oc1ccc2c(c1)OCO2	0.8	-11	1	3	0	0	3	i	-4
COc1ccccc1-c1noc(CCC(=O)Nc2cccc(C)c2)n1	-0.3	-5	-1	-1	-7	1	-3	i	1
Cc1ccc(C(=O)N[C@H](C(=O)OCc2cc(=O)n3c(n2)sc2ccccc23)C(C)C)cc1	-0.3	-10	2	12	-63	-2	23	i	-2
Cc1c(O)cc2n(c1=O)-c1ccc(Cl)cc1C2(C)C	-0.8	-2	-1	-1	2	1	-12	i	-12
O=C(COC(=O)CNC(=O)c1ccc(F)cc1)Nc1cccc(S(=O)(=O)N2CCCC2)c1	1.5	1	3	2	-8	0	-2	i	-1
CC1CCCN(CCCCOc2cccc(Br)c2)C1 (configuration not stated)	-0.1	-9	0	-5	4	-3	-13	i	-9
Cn1nc(C(F)(F)F)c(C(=O)Nc2ccc(Cl)cc2)c1Cl	-0.6	-8	-4	-3	12	-3	-3	i	-12
Cc1cccc(C)c1NC(=S)N/N=C/c1ccc(OCCC(C)C)cc1	4.1	7	-4	-1	39	0	17	i	-3
CCCCc1cc(=O)oc2cc(OCC(=O)N(CC)CC)c(Cl)cc12	1.3	-9	-2	0	-7	0	3	i	-7
O=C(NCc1ccccc1)NC12CC3CC(CC(C3)C1)C2	-0.7	-13	-5	4	-3	2	4	i	-2
O=C(Nc1ccccc1)c1ccco1	0.1	4	-1	-3	-10	-5	-3	i	-4
O=C(N[C@H](CO)c1ccccc1)[C@H]1O[C@@H](n2ccc(=O)[nH]c2=O)[C@H](O)[C@@H]1O	-0.6	-9	2	-7	19	4	-11	i	-2
Cc1ccc(S(=O)(=O)N2CCN(C(=O)/C=C/c3ccccc3)CC2)cc1C	-0.2	-6	1	-3	-67	2	21	i	1
O=C(COC(=O)c1ccco1)Nc1ccccc1	-0.4	-4	7	-2	0	3	-4	i	1
c1ccc2c(CN3CCSCC3)cccc2c1	-0.5	3	0	0	-9	-1	0	i	-2
Cc1ccc(C(=O)NC(C)c2ccc3c(c2)OCO3)s1 (configuration not stated)	0.1	-3	-6	1	-4	5	0	i	0
CC(C)(C)c1ccc(SC2=C[C@@]3(O)CC[C@@H](O)[C@@](Sc4ccc(C(C)(C)C)cc4)(C2=O)[C@H]3O)cc1	0.7	2	-5	1	/	/	20	/	-2
CC[C@@H](C)[C@H](N)C(=O)NC[C@H]1O[C@@H](n2cnc3c(N)ncnc32)[C@H](O)[C@@H]1O	-0.9	-5	3	-6	11	-3	-7	i	-10
CCn1c(SCC(=O)N2CCCCC2)nc2c1c(=O)n(C)c(=O)n2C	1.0	0	-2	5	1	2	-5	i	-2
Cc1cc(N2CC(=O)N(CCc3ccccc3)C(=O)C2)n2ncnc2n1	0.5	-4	2	2	6	4	-6	i	0
